Compound activity from PubChem BioAssay.
Tcruzi prolif = T. cruzi intracellular proliferation inhibitors, primary screen, cell-based, beta-gal Tulahuen parasites, NIH3T3 host, luminescence | AID 624255, 2012 | inhibition, % at 8.34 µM | 77,000 compounds, 5.9% hits | T. cruzi beta-gal in NIH3T3, GalScreen luminescence, 90 h;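 active = mean inhibition above about 93%, with at least 55% of replicates each passing it, limit read from the data, passing the limit was not always enough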
Pf Dd2 inh = P. falciparum Dd2 growth inhibitors, primary screen, SYBR Green fluorescence, single dose replicates; activity change, % at 10 µM; 94,000 compounds, 2.3% hits; 72 h; stronger effect = lower value; in the data active = activity change below about -80%
C diff growth = C. difficile growth inhibitors, primary screen, HTS; Clostridium difficile clinical isolate growth, OD600, 24 h; stronger effect = lower value; growth activity, negative = inhibition, % at 16 µg/mL (by protocol); 86,000 compounds, 0.25% hits;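 active = mean growth activity at or below -80% and every replicate also at or below -80%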;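 also: 0% = DMSO wells and -100% = levofloxacin 16 µg/mL wells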
GASC1 inh = inhibitors of GASC-1 (KDM4C) histone demethylase, primary screen, biochemical, single concentration HTS. inhibition, % at 12.5 µM. 96,000 compounds, 0.15% hits. GST-KDM4C 2-372, H3K9me3 peptide, LANCE TR-FRET;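 active = mean replicate inhibition above about 25%, with at least 55% of replicates also reaching it, limit read from the data, passing the limit was not always enough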
Target sequence (Q9H3R0 2-372 limits assumed): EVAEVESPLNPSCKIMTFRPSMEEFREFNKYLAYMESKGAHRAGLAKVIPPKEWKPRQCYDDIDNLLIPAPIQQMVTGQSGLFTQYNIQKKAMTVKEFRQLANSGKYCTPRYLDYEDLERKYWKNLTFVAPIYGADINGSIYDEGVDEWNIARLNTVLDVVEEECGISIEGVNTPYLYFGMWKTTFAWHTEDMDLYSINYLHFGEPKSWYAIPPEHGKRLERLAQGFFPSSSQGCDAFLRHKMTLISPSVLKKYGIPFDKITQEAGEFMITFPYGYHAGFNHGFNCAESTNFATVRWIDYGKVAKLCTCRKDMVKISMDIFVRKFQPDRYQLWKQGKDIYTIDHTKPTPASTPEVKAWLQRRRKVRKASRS
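System: N-terminal GST-fused human GASC-1 (KDM4C) fragment, residues 2-372; amount: enzyme final amount 10 nM; incubation: reaction 30 min RT, detection step 1 h RT; medium: HEPES buffer, pH 7.5, plus ascorbate; technique: LANCE TR-FRET, Eu antibody, ULight-streptavidin, EDTA, ex 340 nm, em 618/671 nm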
Active calls of the source: *; . = no result given; & = joins results of further samples. This is a random part of the collection. Share with any hit: about 7.3%.

compound	Pf Dd2 inh	Tcruzi prolif	GASC1 inh	C diff growth
COCC(=O)Nc1ccc2c(c1)C(=O)N(C)C[C@H](OC)[C@H](C)CN(C(=O)COC)[C@H](C)CO2	.	-23.1	-1.0	-1.7
O=C(Nc1ccc2c(c1)[C@H]1C[C@@H](CC(=O)N3CCc4ccccc4C3)O[C@H](CO)[C@H]1O2)NC1CCCC1	-24.9	.	2.3	-6.6
CCN1CC(=O)N2[C@@H](CO)[C@@H](c3ccc(Br)cc3)[C@@H]2C1	48.6	.	-6.4	1.7
CO[C@H]1CN(C)C(=O)c2ccc(NS(C)(=O)=O)cc2OC[C@@H](C)N(C(=O)NC(C)C)C[C@@H]1C	-67.8	1.2	0.8	.
CS(=O)(=O)N1CC2(C1)[C@H](c1ccccc1)[C@H](CO)N2C(=O)C1CCC1	13.8	.	-1.5	-4.0
CO[C@H]1CN(C)C(=O)c2ccc(NC(=O)c3ccccc3)cc2OC[C@@H](C)N(C(=O)CN(C)C)C[C@@H]1C	14.6	-13.6	0.1	.
CN(C)C(=O)C[C@H]1CC[C@H]2[C@@H](COC[C@@H](O)CN2C(=O)c2ccncc2)O1	.	-59.9	0.5	-2.0&-6.2
COc1ccccc1C(=O)Nc1ccc2c(c1)C(=O)N(C)[C@@H]1CC[C@H](CC(=O)NCCc3ccncc3)O[C@H]1CO2	.	-8.9	-0.9	-0.5
CCC(=O)N1[C@@H]2c3ccc(/C=C/c4ccccc4)c(=O)n3C[C@@H]2[C@@H](CO)[C@@H]1C(=O)OC	-4.4	88.2	-4.1	4.4
CN1C(=O)c2cc(NC(=O)Nc3ccc(Cl)cc3)ccc2OC[C@@H]2O[C@@H](CC(=O)NCCN3CCCCC3)CC[C@@H]21	-40.1	5.4	1.1	12.2
CO[C@@H]1CN(C)C(=O)c2cc(NC(=O)C3CC3)ccc2OC[C@H](C)N(C(=O)NC(C)C)C[C@H]1C	8.8	3.1	-1.8	.
COc1ccc(S(=O)(=O)N[C@@H]2CC[C@@H](CC(=O)N3CCN(c4ccccc4)CC3)O[C@H]2CO)cc1	-17.6	42.5	.	-3.7
COc1ccc(S(=O)(=O)Nc2ccc3c(c2)C(=O)N([C@@H](C)CO)C[C@H](C)[C@H](CN(C)C(=O)NC(C)C)OCCCC[C@H](C)O3)cc1	.	17.0	15.0	-3.4
C[C@@H]1CN([C@H](C)CO)S(=O)(=O)c2ccc(C#Cc3ccncc3)cc2O[C@@H]1CN(C)C	-34.2	-16.8	-0.2	6.0
C[C@H](CO)N1C[C@H](C)[C@@H](CN(C)CC2CCOCC2)Oc2ncc(C3=CCCCC3)cc2C1=O	14.5	22.7	3.3	5.0
CN1C(=O)c2cc(NC(=O)Nc3cccc(Cl)c3)ccc2OC[C@H]2O[C@H](CC(=O)NCCc3ccncc3)CC[C@H]21	-62.6	-18.8	0.9	11.1
CN1c2ccc(-c3cccc(C#N)c3)cc2[C@@H]2[C@@H](CCN2C(=O)NC2CCCCC2)[C@@H]1CO	-18.2	3.9	-13.0	11.5
CN(C)CC#Cc1ccc([C@@H]2[C@@H](CO)N3CCCCN(CC4CCOCC4)C[C@@H]23)cc1	0.7	-6.2	3.6	1.2
C[C@@H]1CN([C@H](C)CO)S(=O)(=O)c2ccc(-c3cccnc3)cc2O[C@H]1CN(C)Cc1ccncc1	-24.9	99.4	1.0	-0.1
Cc1ccc(S(=O)(=O)N[C@@H]2CC[C@H](CCn3cc(C4CC4)nn3)O[C@@H]2CO)cc1	-3.7	.	3.5	-2.0
CCCNC(=O)N1C[C@H](O)COC[C@@H]2O[C@H](CC(=O)N3CCCCC3)CC[C@H]21	-0.1	6.5	-1.0	.
C[C@H]1CN([C@@H](C)CO)C(=O)Cc2cc(NC(=O)CCCCCC(=O)Nc3ccccc3N)ccc2O[C@H]1CN(C)C(=O)Nc1ccccc1	22.4	-0.9	-0.9	-8.0
C[C@H](CO)N1C[C@H](C)[C@H](CN(C)Cc2ccccc2)Oc2ccc(NC(=O)Nc3cccc4ccccc34)cc2C1=O	15.5	-13.2	6.2	2.0
O=C(C[C@H]1C=C[C@H](NC(=O)CCN2CCCCC2)[C@@H](CO)O1)NCc1ccc(Cl)c(Cl)c1	4.5	-56.1	-1.4	.
C[C@@H]1CCCCO[C@H](CN(C)S(=O)(=O)c2cccs2)[C@H](C)CN([C@@H](C)CO)C(=O)c2cc(NS(=O)(=O)c3cccs3)ccc2O1	-19.9	-8.7	-0.7	-2.1
CO[C@@H]1CN(C)C(=O)c2cc(NC(=O)C3CC3)ccc2OC[C@H](C)N(Cc2ccncc2)C[C@@H]1C	.	77.4	0.6	.
CCS(=O)(=O)Nc1ccc2c(c1)C(=O)N(C)C[C@H](OC)[C@H](C)CN(C)[C@H](C)CO2	10.5	29.4	-1.5	-4.5
CO[C@H]1CN(C)C(=O)c2cc(NC(=O)c3ccccc3F)ccc2OC[C@@H](C)N(C(C)=O)C[C@H]1C	16.4	43.9	1.5	.
COc1ccc(CN(C)C[C@H]2Oc3ccc(NS(=O)(=O)c4ccc(C)cc4)cc3CC(=O)N([C@H](C)CO)C[C@H]2C)cc1	-16.8	114.7*	-5.7	-14.7
CCCC(=O)Nc1ccc2c(c1)C(=O)N(C)[C@H]1CC[C@H](CC(=O)NCc3ccccc3F)O[C@@H]1CO2	6.7	0.2	-0.7	-0.9
O=C(c1cnccn1)N1CC[C@@H]2[C@H](CO)Nc3ccc(-c4cccc(F)c4)cc3[C@@H]21	-12.3	108.8*	-2.7	-15.6
O=S(=O)(c1ccccc1)N1CCCCN2[C@@H](CO)[C@@H](c3ccc(-c4ccccc4F)cc3)[C@@H]2C1	-32.6	80.1	-1.0	57.5
C/C=C/c1ccc([C@H]2[C@@H](CO)N(C(=O)C3CCCC3)[C@H]2CNCC)cc1	-43.4	.	1.3	0.3
CCC(=O)Nc1ccc2c(c1)OC[C@H](C)N(C(C)=O)C[C@H](C)[C@H](OC)CN(C)C2=O	-4.5	-10.7	-0.1	-2.2
CO[C@@H]1CN(C)C(=O)c2ccc(NC(=O)Nc3ccccc3F)cc2OC[C@H](C)N(C(C)=O)C[C@H]1C	-4.7	13.3	0.9	.
CCCNC(=O)Nc1ccc2c(c1)C(=O)N(C)C[C@H](OC)[C@@H](C)CN(Cc1ccccc1)[C@@H](C)CO2	.	55.3	0.8	.
CCCNC(=O)C[C@H]1C[C@@H]2c3cc(NS(=O)(=O)c4ccc(F)cc4)ccc3O[C@@H]2[C@@H](CO)O1	26.7	1.0	-0.5	-1.1
O=C(c1ccc(F)cc1)N1CC[C@@H]2[C@H](CO)Nc3ccc(C#Cc4ccccc4F)cc3[C@@H]21	7.6	101.6	-0.5	50.4
COCC(=O)N1CC(=O)N2[C@@H](CO)[C@H](c3ccc(Br)cc3)[C@@H]2C1	26.4	.	0.0	54.7
C[C@H]1CN([C@@H](C)CO)C(=O)c2cc(NC(=O)Cc3ccccc3)ccc2O[C@@H]1CN(C)Cc1ccc(Oc2ccccc2)cc1	0.5	84.6	1.3	.
CO[C@@H]1CN(C)C(=O)c2ccc(NC(=O)c3ccccc3)cc2OC[C@H](C)N(CC2CC2)C[C@@H]1C	13.6	-32.5	4.8	.
CC(=O)N1[C@@H]2c3ccc(C4=CCCCC4)c(=O)n3C[C@H]1[C@H](CO)[C@H]2C(=O)NCc1cc(F)cc(F)c1	5.0	39.0	1.5	9.8
C/C=C/c1cnc2c(c1)C(=O)N([C@@H](C)CO)C[C@H](C)[C@@H](CN(C)C(=O)NCCC)O2	40.0	56.1	8.4	11.0
C[C@@H]1CN([C@H](C)CO)C(=O)c2cc(-c3ccccc3F)cnc2O[C@@H]1CN(C)C(=O)C1CCC1	20.1	6.5	0.6	2.9
COc1ccc(C[C@@H]2CCc3cnnn3COC[C@H](CC(C)C)NC2=O)cc1	.	.	2.0	5.9
OC[C@@H]1[C@H](c2ccc(C#Cc3ccccc3)cc2)[C@H]2CN(CC3CCOCC3)CCCCN12	-53.7	117.3*	0.1	-5.3
COc1cccc(C#Cc2ccc([C@H]3[C@H](CO)N4C(=O)CN(C(=O)c5ccccc5)C[C@@H]34)cc2)c1	0.7	.	-0.5	0.9
COc1cccc(S(=O)(=O)N2CC[C@@H]3[C@@H](CO)Nc4ccc(C#Cc5cccnc5)cc4[C@@H]32)c1	-47.0	.	-2.0	-4.5
O=C(NCC[C@@H]1CC[C@H](NC(=O)C2CCC2)[C@@H](CO)O1)Nc1ccc(Cl)cc1	6.5	.	1.6	5.6
CCNC(=O)C[C@@H]1CC[C@H]2[C@@H](COc3ccc(NC(=O)C4CCCCC4)cc3C(=O)N2C)O1	16.5	-9.6	1.3	-5.4

As entered above.
CC(=O)N1[C@@H]2c3ccc(C4=CCCCC4)c(=O)n3C[C@H]1[C@H](CO)[C@H]2C(=O)NCc1cc(F)cc(F)c1 in C diff growth shows 9.8
OC[C@@H]1[C@H](c2ccc(C#Cc3ccccc3)cc2)[C@H]2CN(CC3CCOCC3)CCCCN12 in Tcruzi prolif shows 117.3*

Further entries.
compound	Pf Dd2 inh	Tcruzi prolif	GASC1 inh	C diff growth
C[C@@H]1CN([C@H](C)CO)C(=O)c2cc(NC(=O)Nc3ccc(F)cc3)ccc2O[C@@H](C)CCCCO[C@@H]1CN(C)C(=O)c1ccccc1	-62.2	69.6	0.5	4.6
CCCN1C[C@@H](C)[C@@H](OC)CN(C)C(=O)c2cc(NC(=O)c3cccc(OC)c3)ccc2OC[C@@H]1C	.	3.6	-1.0	.
C[C@@H]1CCCCO[C@@H](CN(C)S(=O)(=O)c2ccccc2)[C@H](C)CN([C@@H](C)CO)C(=O)c2cc(NC(=O)Nc3ccc(F)cc3)ccc2O1	-35.7	103.9*	-1.9	10.7
O=C(C[C@@H]1C=C[C@@H](NC(=O)C2CCC2)[C@H](CO)O1)NCc1ccncc1	7.7	-1.7	5.0	1.6
CNC(=O)C[C@@H]1CC[C@@H]2[C@@H](COc3ccc(NC(=O)Nc4ccccc4)cc3C(=O)N2C)O1	-3.2	-4.1	1.5	-7.7
C[C@H](CO)N1C[C@H](C)[C@@H](CN(C)C(=O)Cc2ccccn2)Oc2cc(C#Cc3ccccc3)ccc2S1(=O)=O	-73.3	68.1	3.5	-8.4
COCC(=O)N(C)C[C@@H]1Oc2ncc(C3=CCCCC3)cc2C(=O)N([C@@H](C)CO)C[C@@H]1C	23.5	-62.5	4.8	1.3
CO[C@@H]1CN(C)C(=O)c2cc(NC(=O)c3ccccc3)ccc2OC[C@H](C)N(CC2CC2)C[C@H]1C	-18.7	-15.6	-0.9	1.6
COc1ccc(NC(=O)N2C[C@@H]3[C@H](c4ccccc42)[C@@H](CO)N3C(=O)C2CCCC2)cc1	-13.2	-23.7	-1.3	1.8
C[C@@H]1CN([C@H](C)CO)C(=O)c2cc(NC(=O)Nc3ccc(C(F)(F)F)cc3)ccc2O[C@@H](C)CCCCO[C@H]1CN(C)C	-79.7	72.4	4.6	32.7
C[C@H](CO)N1C[C@H](C)[C@@H](CN(C)CC2CCOCC2)Oc2cc(-c3cccnc3)ccc2S1(=O)=O	3.3	.	0.8	-0.3
CCCN(C)C[C@@H]1Oc2ncc(-c3cccc(C#N)c3)cc2C(=O)N([C@H](C)CO)C[C@H]1C	-51.6	-28.2	-0.4	-9.2
COCC(=O)Nc1ccc2c(c1)[C@H]1C[C@@H](CC(=O)O)O[C@@H](CO)[C@H]1O2	7.7	.	1.3	1.7
CO[C@@H]1CC[C@H]2CCN(C)C(=O)C[C@@H](c3ccccc3)CN(C)C(=O)c3cc(C#N)ccc3OC[C@H]1O2	.	0.1	0.9	-7.4
O=C(C[C@H]1CC[C@@H](NS(=O)(=O)c2ccc(F)cc2)[C@@H](CO)O1)NCc1ccccc1F	34.6	.	0.6	-1.8
CO[C@H]1CN(C)C(=O)c2cc(NS(=O)(=O)c3ccc(Cl)cc3)ccc2OC[C@@H](C)N(C)C[C@H]1C	-4.4	16.1	1.8	-0.2
O=C(NCC[C@H]1CC[C@H](NS(=O)(=O)c2cccc(F)c2)[C@H](CO)O1)C1CCC1	1.4	.	-2.1	-1.6
C[C@H](CO)N1C[C@H](C)[C@@H](CN(C)S(C)(=O)=O)Oc2c(NC(=O)C3CC3)cccc2C1=O	7.2	72.2	-0.3	-0.5
COc1ccc(S(=O)(=O)Nc2ccc3c(c2)C(=O)N([C@@H](C)CO)C[C@H](C)[C@H](CN(C)Cc2ccc4c(c2)OCO4)OCCCC[C@@H](C)O3)cc1	-63.2	86.0	2.1	-3.8

Structural class, the compounds so far with bromine
compound	Pf Dd2 inh	Tcruzi prolif	GASC1 inh	C diff growth
CCN1CC(=O)N2[C@@H](CO)[C@@H](c3ccc(Br)cc3)[C@@H]2C1	48.6	.	-6.4	1.7
COCC(=O)N1CC(=O)N2[C@@H](CO)[C@H](c3ccc(Br)cc3)[C@@H]2C1	26.4	.	0.0	54.7
